Lamin A splicing = LMNA splicing modulation; HeLa LMNA splicing GFP/RFP minigene ratio, 48 h; Potency, µM (series often up to 46.1 µM), inactives show at the highest dose ratio change, negative = inhibition, usual class: inhibitors; hit rate 0.01% among 200,000; AID 1487; active = well fitted inhibition curve with a large enough effect in the signal ratio, with a control signal flat, not every such curve was filed as active; inconclusive = small, poorly fitted or top-dose-only effect, or effect the other way, or a change in a side signal; the % refers to the signal ratio; also: potency is read from the fitted curve at half-maximal effect; % is scaled to controls: 0 for no effect and ±100 for the full control effect
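Read-out is the ratio of GFP to DsRed2 object intensity, acquired by 488 nm laser-scanning cytometry on HeLa lamin A-EGFP minigene reporter cells. Compound incubation 48 hrs at 37 °C in Opti-MEM with 2% FBS; DMSO 0.5% final.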
GAA glycogen = GAA glycogen-cleavage inhibition or activation. P10253. recombinant GAA, glycogen substrate, Amplex Red glucose oxidase fluorescence. Potency, µM (highest dose often 76.4 µM), inactives show top-dose activity change, negative = inhibition, usual class: inhibitors. hit rate 0.38% among 300,000;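 also: potency is read from the fitted curve at half-maximal effect; 0% = full enzyme reaction and -100% = no-enzyme basal signal; the screen sought inhibitors and activators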
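Recombinant human alpha-glucosidase (4 nM final) hydrolysed bovine liver glycogen (30 ug) for 40 min at 37 C in pH 5.0 citrate/phosphate with 0.01% Tween-20. Released glucose detected by glucose oxidase/Amplex Red, Ex 573/Em 610 nm. Compounds up to 77 uM; AC50 from Hill fits.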
HttQ103 aggreg = inhibitors of mutant huntingtin aggregate formation in PC12 cells; PC12 HttQ103-GFP aggregates, Acumen cytometry, 40 h; Potency, µM (doses to about 46.1 µM), inactives show top-dose activity change, negative = inhibition, hits mostly inhibitors; hit rate 1.1% among 220,000; also: potency is read from the fitted curve at half-maximal effect; % is scaled to controls: 0 for no effect and ±100 for the full control effect; nearly all actives have a fitted effect of over 60% in size
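Aggregates are detected as GFP objects 1–25 µm with signal 6 STDEV over background in lysates of induced PC12 cells. These carry Huntingtin exon 1 with 103 glutamines fused to GFP under an ecdysone promoter; compounds titrated.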
CBFb RUNX1 block = CBF-beta/RUNX1 interaction disruption. Q01196+Q13951. AlphaScreen CBFb-His/RUNX1-biotin binding, biochemical. Potency, µM (highest dose often 59.8 µM), for inactives: top-dose activity, negative = inhibition, hits mostly inhibitors. 230,000 tested, under 10 active; also: % of control where 0% means no effect
Target sequence (Q01196 whole entry, looked up): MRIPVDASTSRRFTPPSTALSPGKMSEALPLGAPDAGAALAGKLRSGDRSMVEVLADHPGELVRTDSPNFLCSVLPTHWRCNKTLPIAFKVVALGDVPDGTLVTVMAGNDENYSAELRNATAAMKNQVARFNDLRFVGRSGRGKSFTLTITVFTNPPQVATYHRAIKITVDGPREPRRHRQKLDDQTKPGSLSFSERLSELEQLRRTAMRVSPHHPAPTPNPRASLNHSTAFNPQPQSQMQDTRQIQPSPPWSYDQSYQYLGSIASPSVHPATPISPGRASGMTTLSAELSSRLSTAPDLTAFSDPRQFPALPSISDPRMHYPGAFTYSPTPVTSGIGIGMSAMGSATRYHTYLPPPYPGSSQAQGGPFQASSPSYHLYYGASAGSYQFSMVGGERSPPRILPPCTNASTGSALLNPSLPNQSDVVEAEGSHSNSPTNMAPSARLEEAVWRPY
Target sequence (Q13951 whole entry, looked up): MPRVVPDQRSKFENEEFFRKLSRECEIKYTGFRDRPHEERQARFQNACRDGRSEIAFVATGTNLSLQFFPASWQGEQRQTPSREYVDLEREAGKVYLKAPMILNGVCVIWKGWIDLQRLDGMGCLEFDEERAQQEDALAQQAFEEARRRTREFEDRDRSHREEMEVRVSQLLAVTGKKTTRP
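Room-temperature protein-protein interaction test with 30 nM each of His-tagged CBF-beta and biotinylated RUNX1, 15 min with compound, then 90 min with nickel plus streptavidin beads. Signal read in AlphaScreen mode.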
HTT cytoprotect = cytoprotection in Huntington HTT-Q103 PC12 cell model; PC12 HTT-Q103 induced, cytoprotection, ATP luminescence, 40 h; Potency, µM (highest dose often 56.4 µM), for the others: cytoprotection (ATP increase), usual class: activators; hit rate 0.14% among 230,000; AID 1471;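 also: potency is read from the fitted curve at half-maximal effect; % of control where 0% means no effect; nearly all actives have a fitted effect of over 45% in size; toxic huntingtin expression switched on by the ecdysone agonist tebufenozide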
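Rat PC12, Q103 Htt exon1-GFP fusion, ecdysone promoter; tebufenozide inducer 100 nM final; compound titration; qHTS, 1500 cells/well; ATPlite luminescent read.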
GAA inhib = blocks human lysosomal alpha-glucosidase; purified human GAA, 4-MU-alpha-glucoside fluorescence; Potency, µM (series often up to 76.9 µM), without a hit: top-dose activity change, negative = inhibition, actives largely listed as inhibitors; hit rate 0.005% among 200,000;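 also: potency is read from the fitted curve at half-maximal effect; plate controls were uninhibited enzyme wells for no effect and no-enzyme background for full effect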
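Human alpha-glucosidase, 4 nM, pre-mixed with test compounds before 400 uM 4-methylumbelliferyl substrate; 20 min room temperature at pH 5.0. Fluorescence read after pH 10 stop; AC50 values from Hill-equation fits.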
aGlu spleen mod = inhibitors or activators of human alpha-glucosidase in spleen homogenate. AID 2112. human spleen homogenate, 4-MU-alpha-glucoside fluorescence. hit rate 0.006% among 240,000. Potency, µM (titrated, usually from 79.9 µM), for inactives: at the highest dose activity change, negative = inhibition, hits mostly inhibitors;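 also: potency is read from the fitted curve at half-maximal effect; 0% = enzyme with vehicle and -100% = no enzyme basal signal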
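Compounds were titrated against alpha-glucosidase in spleen homogenate at pH 5.0, with 1 mM 4-methylumbelliferyl substrate for 40 min at 37 C. Reactions were quenched with pH 10 NaOH/glycine and fluorescence measured.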
Active calls of the source: *; ? = inconclusive; · = no result given; & = joins results of further samples; [ ] = another dose, or the depositor's remark. Unless noted, calls follow the shape of the dose curve; as a rule, active = well fitted curve in the direction sought with a large enough effect; inconclusive = small, poorly fitted or top-dose-only effect, or another doubt; inactive = no such curve, though single readings can be large; an effect the other way counts as inactive or inconclusive. Rows were taken by chance, and some 1.5% of all compounds hit somewhere here.

SMILES	Lamin A splicing	GAA glycogen	HttQ103 aggreg	CBFb RUNX1 block	HTT cytoprotect	GAA inhib	aGlu spleen mod
O=[N+]([O-])c1cc(-c2ncccn2)c([N+](=O)[O-])s1	-27%	-2%	?	-17%	·	-2%	-1%
Cc1cc(C)n(C(=O)CCN2C(=O)c3ccccc3C2=O)n1	?	6%	18%	4%	4%	0%	2%
O=C(Nc1ccccc1Sc1ccccc1)C1CCCO1 (stereo not drawn)	-4%	-2%	?	9%	-16%[0.074 µM]	-4%	-1%
Cc1c(CC=C(Cl)Cl)c(=O)[nH]c2c(C)cccc12	-12%	-5%	-14%	-1%	2%[10 µM]	-4%	3%
COC(=O)c1[nH]c2cc(OC)ccc2c1NC(=O)c1c(F)cccc1F	·	-5%	-6%[9.22 µM]	5%	-7%[10 µM]	·	3%
CCN1CCc2c(sc(NC(=S)NC(=O)c3ccco3)c2C(N)=O)C1	·	?	-1%[9.22 µM]	-2%	9%[10 µM]	-10%	-10%
CCOc1cc(CNn2c(C)nnc2SCC(=O)NC(C)(C)C)ccc1OCC(=O)NC(C)(C)C	5%[46 µM]	21%	-2%	4%	-17%	-8%	-11%
CCOC(CCn1c(SCc2cccc([N+](=O)[O-])c2)nc2ccccc2c1=O)OCC	?	-7%	14%	-3%	1%[10 µM]	0%	-3%
Cc1cccc2cc3c(N)c(C#N)sc3nc12	-1%	1%	-13%	24%	-15%	-3%	-7%
N/C(=N\OC(=O)COc1ccc2ccccc2c1)c1cccnc1	?	3%	?	9%	23%[10 µM]	-2%	0%
COCCCNC(=S)N1CCCN(c2nc3c(C)c(C)ccc3cc2C#N)CC1	-5%[46 µM]	-9%	-36%[9.22 µM]	4%	11%[10 µM]	12%	8%
O=C(CCSc1nnc(-c2ccncc2)o1)Nc1cccc2ccccc12	-12%	11%	-20%	8%	4%[10 µM]	4%	-6%
Cc1cccc(NC(=O)CSc2nnc(-c3ccco3)c(-c3ccco3)n2)c1C	0%[0.0737 µM]	-28%	27%	·	-37%	0%	-6%
O=CN1CCN(C(=O)c2ccccc2F)CC1	3%	0%	-14%	3%	-4%	-5%	2%
CCOC(=O)Nc1ccc(S(=O)(=O)N2CCC(C)CC2)cc1	?	7%	-14%	9%	-26%	5%	-3%

In a second layout: eleven of the compounds above
SMILES | Lamin A splicing | GAA glycogen | HttQ103 aggreg | CBFb RUNX1 block | HTT cytoprotect | GAA inhib | aGlu spleen mod
Cc1cc(C)n(C(=O)CCN2C(=O)c3ccccc3C2=O)n1 | ? | 6% | 18% | 4% | 4% | 0% | 2%
O=C(Nc1ccccc1Sc1ccccc1)C1CCCO1 (stereo not drawn) | -4% | -2% | ? | 9% | -16%[0.074 µM] | -4% | -1%
Cc1c(CC=C(Cl)Cl)c(=O)[nH]c2c(C)cccc12 | -12% | -5% | -14% | -1% | 2%[10 µM] | -4% | 3%
COC(=O)c1[nH]c2cc(OC)ccc2c1NC(=O)c1c(F)cccc1F | · | -5% | -6%[9.22 µM] | 5% | -7%[10 µM] | · | 3%
CCN1CCc2c(sc(NC(=S)NC(=O)c3ccco3)c2C(N)=O)C1 | · | ? | -1%[9.22 µM] | -2% | 9%[10 µM] | -10% | -10%
CCOc1cc(CNn2c(C)nnc2SCC(=O)NC(C)(C)C)ccc1OCC(=O)NC(C)(C)C | 5%[46 µM] | 21% | -2% | 4% | -17% | -8% | -11%
CCOC(CCn1c(SCc2cccc([N+](=O)[O-])c2)nc2ccccc2c1=O)OCC | ? | -7% | 14% | -3% | 1%[10 µM] | 0% | -3%
Cc1cccc2cc3c(N)c(C#N)sc3nc12 | -1% | 1% | -13% | 24% | -15% | -3% | -7%
N/C(=N\OC(=O)COc1ccc2ccccc2c1)c1cccnc1 | ? | 3% | ? | 9% | 23%[10 µM] | -2% | 0%
COCCCNC(=S)N1CCCN(c2nc3c(C)c(C)ccc3cc2C#N)CC1 | -5%[46 µM] | -9% | -36%[9.22 µM] | 4% | 11%[10 µM] | 12% | 8%
O=C(CCSc1nnc(-c2ccncc2)o1)Nc1cccc2ccccc12 | -12% | 11% | -20% | 8% | 4%[10 µM] | 4% | -6%

(list continues)
SMILES	Lamin A splicing	GAA glycogen	HttQ103 aggreg	CBFb RUNX1 block	HTT cytoprotect	GAA inhib	aGlu spleen mod
CSc1ccc(/C=N/NC(=O)CN2CCN(Cc3ccc(Cl)cc3)CC2)cc1	5%	-21%	11%	-6%	-7%[10 µM]	-1%	-6%
Cn1c(NC(=O)CCC2CCCCC2)cc(=O)n(C)c1=O	-2%	-9%	-29%	-5%	-22%	-2%	-4%
NCCCCN=C(N)N	?	·	·	5%	?	·	-12%&5%&-3%&6%&9%
CSc1nsc(/C=C/Nc2ccc(C(=O)O)cc2)c1C#N	17%[9.22 µM]	-29%	21%	0%	1%	-6%	·
COCCCNc1oc(-c2ccccc2F)nc1C#N	-11%	-15%	?	-4%	-30%	10%	1%
Cc1cc(C=O)c(C)n1-c1ccc(Cl)c(C(=O)O)c1	·	15%	-8%	?	·	0%	-2%
Cc1[nH]nc(N=CC2=C(O)CC(C)(C)CC2=O)c1-c1ccc(Cl)cc1	-11%	-21%	-5%	9%	3%[10 µM]	1%	0%
Cc1nn(-c2ccccc2)c2[nH]c(=O)c(CNc3ccc4c(c3)OCCO4)cc12	?	?	-4%	-3%	22%[4.97 µM]	-7%	-14%
COc1ccc(-n2nc3c(=O)[nH][nH]c3cc2=O)cc1	·	?	-9%	-6%	-52%[inhibitor]	?	·
CC1(C)CC2CC(C)(CN2C(=O)COC(=O)c2ccc(Cl)c(N)c2)C1 (stereo not drawn)	-2%	11%	10%	-6%	-47%[inhibitor]	-11%	-3%
Cc1cc(N2CCN(c3ccccc3)CC2)nc(-c2ccccc2O)n1	2%	0%	-12%	-1%	?	-13%	4%
CC1(C)O[C@H]2C[C@@H]3[C@H]4CCC5=CC(=O)CC[C@@]5(C)[C@]4(F)[C@@H](O)C[C@@]3(C)[C@@]2(C(=O)CCl)O1	?	·	0%[20.6 µM]	7%[21.7 µM]	-6%[40.3 µM]	·	-5%[29.1 µM]
Cc1ccccc1C(=O)c1c[nH]c(C(=O)N2CCN(c3ccccc3F)CC2)c1	-2%[46 µM]	-1%	?	-12%	0%[10 µM]	-12%	3%
CCc1cc2c(nc1CC)CCN(CC/C(C)=N/O[C@@H](C)c1cn([C@@H]3COC[C@@H]3O)nn1)C2	·	·	·	-2%[13.1 µM]	1%[10 µM]	·	3%[17.4 µM]
CCCc1cc(NCc2ccccn2)n2nc(C)c(-c3ccccc3)c2n1	·	4%	13%[9.22 µM]	1%	-49%[inhibitor][10 µM]	·	-2%
O=C(Nc1cccc(F)c1)c1cccnc1N1CCOCC1	?	3%	13%	0%	12%	8%	6%
COc1ccc(N2CC(C(=O)NCc3ccccc3)CC2=O)cc1 (stereo not drawn)	4%	-5%	-2%	3%	3%	-2%	3%
CSc1ccc(S(=O)(=O)NC2CCCCC2)cc1	-9%	6%	-3%	3%	22%	-9%	7%
COc1ccccc1-c1cc(=O)c2c(O)ccc([N+](=O)[O-])c2o1	·	-1%	-16%[9.22 µM]	7%	?	·	6%
O=C1NC(c2ccccc2)=C(c2nc3ccccc3s2)C(c2ccccc2)N1 (stereo not drawn)	-14%	-1%	?	-15%	-71%[inhibitor]	-11%	-2%
Cc1ccc2nc3sc(-c4nnc(-c5ccccc5[N+](=O)[O-])o4)c(N)c3cc2c1	-8%	-2%	-6%	12%	-17%[10 µM]	1%	-3%
CCOC(=O)C1CCCCN1Cc1cccc(C(F)(F)F)c1 (stereo not drawn)	2%	6%	5%[9.22 µM]	0%	9%	-6%	-5%
CNC(=S)N/N=C/c1cn(Cc2ccc(F)cc2)c2ccccc12	?	-1%	?	-22%	18%[10 µM]	-1%	-4%
COc1ccc(CC(=O)NCC(=O)N/N=C/c2ccco2)cc1	-8%	14%	-15%	3%	7%[10 µM]	-5%	0%
CC1(c2ccccc2)CC(C)(C)N2C(=O)C3(C(C#N)=C(N)Oc4cc(O)ccc43)c3cccc1c32 (stereo not drawn)	20%	-8%	-13%	-13%	-7%	-3%	-5%
Nc1nonc1C(=O)NC(c1ccccc1)c1ccccc1	-4%	2%	-3%	2%	8%	-8%	-8%
Cc1nc2ccccc2n1S(=O)(=O)N(C)C	19%	2%	-3%	4%	14%	-4%	-5%
O=[N+]([O-])c1ccc(N/N=C2/CCCCC2c2ccccn2)cc1 (stereo not drawn)	-2%	-20%	9%	-14%	-2%[10 µM]	-3%	-21%
Cc1ccc(-n2c(COc3c(C)cccc3C)nnc2SCC(=O)Nc2nccs2)cc1	9%	9%	1%[9.22 µM]	0%	-7%	1%	2%
COCc1cc(C)nc(SCC(=O)Nc2cccc(C)c2C)c1C#N	-4%	1%	10%	7%	-5%[10 µM]	-2%	8%
CC1CC(C)CN(C(=O)CSCC(=O)Nc2nc(-c3cccs3)cs2)C1 (stereo not drawn)	-4%	-3%	-4%	0%	-4%	0%	-7%
O=C(C1=C[C@@H](c2coc3ccccc3c2=O)C[C@@H](OCc2ccc(CO)cc2)O1)N1CCCCCCC1	·	-10%	0%[9.22 µM]	2%	11%[10 µM]	·	-8%
Cc1ccc(S(=O)(=O)Nc2ccccn2)cc1[N+](=O)[O-]	-4%[46 µM]	8%	13%	3%	-13%[10 µM]	6%	1%

Assay outcomes: PubChem BioAssay, National Center for Advancing Translational Sciences (NCATS)
